# FLuc counter – qHTS profiling assay for firefly luciferase inhibitor/activator using purifed enzyme and Km concentrations of substrates (counterscreen for miR-21 project). 6.9% of 360,000 active. Luciferin 4-monooxygenase (Photinus pyralis), P08659. AID 588342, 2011. purified FLuc, Km substrates, luminescence inhibition. Potency, µM (series often up to 57.5 µM), for inactives: top-dose activity change, negative = inhibition, hits mostly inhibitors; active = well fitted inhibition curve with a large enough effect; inconclusive = small, poorly fitted or top-dose-only effect;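 note: plate controls were vehicle for no effect and reference inhibitor for full effect; nearly all actives have a fitted effect of over 55% in size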
# Target sequence (P08659 whole entry, looked up): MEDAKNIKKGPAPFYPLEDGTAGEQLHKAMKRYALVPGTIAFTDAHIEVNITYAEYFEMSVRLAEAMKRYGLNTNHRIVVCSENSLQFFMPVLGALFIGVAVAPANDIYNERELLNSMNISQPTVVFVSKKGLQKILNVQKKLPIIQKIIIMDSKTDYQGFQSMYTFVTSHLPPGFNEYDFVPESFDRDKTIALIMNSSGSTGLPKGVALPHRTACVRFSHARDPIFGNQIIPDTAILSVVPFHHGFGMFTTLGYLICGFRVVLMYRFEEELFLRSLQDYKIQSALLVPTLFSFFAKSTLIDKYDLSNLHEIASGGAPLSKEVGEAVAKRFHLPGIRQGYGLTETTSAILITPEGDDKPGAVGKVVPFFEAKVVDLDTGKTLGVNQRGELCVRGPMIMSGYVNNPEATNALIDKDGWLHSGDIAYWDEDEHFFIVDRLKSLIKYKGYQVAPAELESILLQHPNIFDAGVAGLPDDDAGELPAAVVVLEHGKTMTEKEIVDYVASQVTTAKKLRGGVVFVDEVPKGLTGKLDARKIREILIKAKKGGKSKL
#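 Biochemical qHTS of compounds, final roughly 60 µM downward over six points, against 10 nM purified firefly luciferase using Km concentrations of substrates (10 uM D-luciferin, 10 uM ATP) in Tris acetate pH 7.5 buffer; luminescence output.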
# The depositor's hits bear a star; ? = inconclusive. Potency is the fitted concentration of half-maximal effect. Not all compounds are listed (hit frequency here may not be typical).
no.	SMILES	FLuc counter
1	COc1ccc(Cl)cc1C(=O)NCCS(=O)(=O)N1CCN(c2ccccc2OC)CC1	2%
2	Cc1cc(=O)[nH]c2nnc(SCc3ccc(Cl)cc3)n12	-11%
3	Cc1c(Cl)cccc1NC(=O)CC(c1ccc(F)cc1)N1Cc2ccccc2C1=O (centres undefined)	-15%
4	COCCCNC(=O)c1oc2c(c1C)-c1nn(Cc3ccccc3Cl)cc1CC2	-11%
5	O=C(Nc1cccc(C(=O)OCc2cc(=O)n3c4c(sc3n2)CCCC4)c1)c1ccc(Cl)cc1	?
6	COc1cc(C2CC(=O)N(c3ccccc3)C3=C2C(=O)OC3)cc(OC)c1OC (centres undefined)	-4%
7	Cc1ccc(N(Cc2cc3ccccc3[nH]c2=O)C(=O)c2cccc(Cl)c2)cc1	-2%
8	CCOc1ccc(NC(=O)c2cc(S(=O)(=O)NC3CCCC3)ccc2F)cc1	2%

# A different layout for part of the listing above:
1) COc1ccc(Cl)cc1C(=O)NCCS(=O)(=O)N1CCN(c2ccccc2OC)CC1
  FLuc counter: 2%

2) Cc1cc(=O)[nH]c2nnc(SCc3ccc(Cl)cc3)n12
  FLuc counter: -11%

# Other records follow.
no.	SMILES	FLuc counter
9	CCCCC12CN3CC(C)(CN(C1)C3c1ccc(OCc3ccccc3)cc1)C2=O (centres undefined)	-5%
10	CCOc1ccccc1NC(=O)c1nn(-c2ccc(OC)cc2)c(=O)c2c1c1ccccc1n2C	-5%
11	COc1ccc(C(=O)c2cn(Cc3ccccc3F)c3cc4c(cc3c2=O)OCCO4)cc1OC	-11%
12	Cc1ccc2c(c1)C(c1ccccc1)N(C(=O)c1ccccc1F)CC(=O)N2 (centres undefined)	-8%
13	Cc1ccccc1Cn1c(CN2CCC(C(=O)NCCN(C)C)CC2)cc2ccccc21	1%
14	Cc1cc(C)cc(NS(=O)(=O)c2ccc3c(c2)NC(=O)C(C)S3)c1 (centres undefined)	1%
15	CCOc1ccccc1CNC(=O)c1ccc(-n2c(C)cc3c2CCC(C)C3)cc1 (centres undefined)	5%
16	Cc1cc(=O)n(Cc2c(F)cccc2Cl)c2c1c(C)nn2C	-15%
17	COc1ccc(C(=O)CC2(O)C(=O)N(Cc3ccccc3)c3ccc(Br)cc32)cc1 (centres undefined)	-10%
18	CC(C)Oc1ccc(C(=O)Nc2nonc2-c2ccc(OC(C)C)cc2)cc1	1%
19	COc1ccc2nc(N(Cc3cccnc3)C(=O)c3ccc(Cl)cc3)sc2c1	-12%
20	Cc1cccc(Nc2nn3c(=O)c4cc5c(cc4nc3s2)OCO5)c1	?
21	Cc1ccc(C)c(Cn2c(=O)n(CC3CCC(C(=O)N4CCOCC4)CC3)c(=O)c3sccc32)c1 (centres undefined)	-3%
22	COC(=O)c1ccc(NC(=O)Cn2cnc3c2c(=O)n(C)c(=O)n3C)cc1	0%
23	COc1ccc(CN(C)S(=O)(=O)c2nnc(NC(=O)C(C)C)s2)cc1OC	-4%
24	CC(C)(C)OC(=O)N1CCC(c2c(C(=O)N3CCN(c4ncccn4)CC3)cnn2-c2ccc(F)cc2)CC1	-3%
25	CC(=O)c1cc(-c2ccc(F)cc2)n(CC(=O)NC(C)c2ccccc2)c1C (centres undefined)	-2%
26	CCOC(=O)c1c(C)n(-c2ccc(OC)cc2)c2ccc(OC(=O)COc3ccccc3)cc12	-2%
27	Cc1ccc(S(=O)(=O)c2cn(Cc3cccc(C)c3)c3cc4c(cc3c2=O)OCO4)cc1	-8%
28	Cc1ccc(-c2nc3ccccn3c2Nc2ccc3c(c2)OCO3)o1	?
29	CSc1ccc(CC2C(=O)Nc3ccccc32)cc1 (centres undefined)	?
30	CC1Cc2ccccc2N1C(=O)CSc1nnc(-c2ccccc2Cl)o1 (centres undefined)	-15%
31	CCCSc1nc2c([nH]c3ccccc32)c(=O)n1C	0%
32	CCOc1ccc(Nc2nc3ccccc3n3c(CC)nnc23)cc1	?
33	COCCCNC(=O)c1sc2nc(C)c(C(=O)Nc3ccc(C)cc3C)c(-c3ccc(Cl)cc3)c2c1N	-11%
34	COc1ccc(N2CCN(C(CNC(=O)C(=O)NCc3ccc(C)cc3)c3cccnc3)CC2)cc1 (centres undefined)	-13%
35	Cc1cccc(NC(=O)CSc2nc3c(sc4ccccc43)c(=O)n2CCCC(=O)NC2CCCC2)c1	0%
36	CCOc1ccc(CNC(=O)CCCn2c(=O)c3cccn3c3ccccc32)cc1	-3%
37	Cc1cccc(N(C)S(=O)(=O)c2cc(-c3cnc(C4CC4)o3)ccc2C)c1	-9%
38	COc1ccccc1CNc1ncnc2c1c(-c1ccccc1)cn2-c1cccc(C)c1	-3%
39	CNC(=O)C1CCN(C(=O)N2CC(C)Oc3ccc(Cl)cc32)CC1 (centres undefined)	3%
40	COc1ccc(CNc2ncnc3c2cnn3-c2ccc(Cl)cc2)cc1	-5%
41	Cc1cccc(-n2cc(-c3ccccc3)c3c(N4CCC(C)CC4)ncnc32)c1	3%
42	COc1ccc(S(=O)(=O)NCC(c2ccco2)N2CCOCC2)cc1C (centres undefined)	-5%
43	COC(=O)c1ccc(Cn2c(=O)cc(C)c3c(C)nn(C)c32)cc1	-15%
44	Cc1ccc(NC(=O)CN2C(=O)c3ccccc3Sc3ccc(C(=O)N4CCCC4)cc32)cc1	1%
45	CCc1ccc(CNC(=O)c2ccc(NC(=O)N3CCSc4ncccc43)cc2)cc1	-16%
46	COCCCNC(=O)c1c(NC(=O)c2cc(=O)c3cc(C)c(C)cc3o2)sc2c1CCCC2	1%
47	CCOc1ccc(N2CC(c3nc4ccccc4n3CCCOc3ccccc3OC)CC2=O)cc1 (centres undefined)	?
48	Cc1cccc(CCNC(=O)c2ccc3c(c2)nc2n3CCC(C)C2)c1 (centres undefined)	?
49	COC(=O)c1ccccc1NC(=O)CSc1nc2ccsc2c(=O)n1CCC(C)C	-3%
50	Cc1ccc2nc(NC(=O)CSc3ncc(C(=O)Nc4ccc(F)cc4)c(=O)n3C)sc2c1	6%
51	COc1ccc(-c2[nH]c3ccccc3c2SCCNC(=O)c2ccc(S(=O)(=O)N(C)C)cc2)cc1	0%
52	CCc1nc2nc(C)cc(Nc3cc(Cl)ccc3OC)n2n1	-1%
53	Nc1nn(-c2ccccc2)nc1C(=O)OCc1ccc(Cl)cc1	-17%
54	Cc1oc2c(cc(NS(=O)(=O)c3ccc(Br)cc3)c3ccccc32)c1C(=O)OCc1ccccc1	-20%
55	CCc1ccc(NC(=O)c2cnn(-c3ccccc3)c2-n2cccc2)cc1	-10%
56	Cc1ccccc1-c1noc(CSc2nc(-c3ccc(F)cc3)cc(=O)[nH]2)n1	-13%
57	CCOc1ccc(OCC)c(NC(=O)CC(C)n2nc(C)cc2C)c1 (centres undefined)	-2%
58	COC(=O)c1ccccc1NC(=O)c1cc2ccccn2n1	?
59	CC1=C(C(=O)NCc2cccc(F)c2)C2(CCCCCC2)OC1=O	-3%
60	COc1cc(C(=O)NCCSc2c(C)[nH]c3ccccc23)cc(OC)c1OC	3%
61	Cc1ccc(NC(=O)Cn2cc(S(=O)(=O)N3CCCC3)c(S(=O)(=O)N3CCCC3)c2)cc1C	6%
62	CCOc1cc(CNC(=O)c2ccc3nc(CCc4ccccc4)oc3c2)ccc1OC	-11%
63	CCC(=O)N1c2ccccc2CC1C(=O)N1CCN(c2cccc(Cl)c2)CC1 (centres undefined)	6%
64	CCOc1ccc(-c2nonc2NC(=O)c2oc3c(C)c(C)ccc3c2C)cc1OCC	-9%

# The listing continues:
no.	SMILES	FLuc counter
65	Cc1noc(/C=C/c2ccco2)c1S(=O)(=O)N1CCC(C(=O)Nc2ccc(F)cc2F)CC1	-7%
66	Cc1ccc(CNC(=O)c2c(-c3cccc(Br)c3)noc2C)o1	-4%
67	CCc1ccc(C(=O)NC2=NC(c3cc(OC)ccc3OC)CC(=O)N2)cc1 (centres undefined)	-1%
68	Cc1nn(CC(=O)NC2CCCCC2)c(=O)c2cc3cc(F)ccc3n12	-1%
69	Cc1c(C)c2c(cc(C)c3c(-c4ccccc4)coc32)oc1=O	?
70	O=C(Nc1ccc2nc(SCC(=O)N3CCCC3)sc2c1)c1ccc(Br)cc1	-12%
71	Cc1ccccc1C(=O)Nc1nnc(S(=O)(=O)N(C)Cc2ccccc2)s1	?
72	Cc1ccc(C)c(N2CCN(C(=O)C3CCC(CNS(=O)(=O)c4cccs4)CC3)CC2)c1 (centres undefined)	2%
73	Cc1cccc(-c2nc(SCc3cc(=O)c4c(C)cc(C)cc4[nH]3)n[nH]2)c1	-11%
74	CCOc1ccc(NS(=O)(=O)c2ccc3[nH]cc(C(=O)NC4CCCC4)c(=O)c3c2)cc1	-17%
75	CCSc1ncc(Cl)c(C(=O)Nc2c(C(=O)c3ccccc3)oc3ccccc23)n1	1%
76	Cc1ccccc1NC(=O)CCn1cnc2onc(-c3ccc(F)cc3)c2c1=O	-6%
77	Cc1cccc(C(C)C)c1NC(=O)C(NS(=O)(=O)c1cccc2nsnc12)c1ccccc1 (centres undefined)	-3%
78	CCCS(=O)(=O)c1nc(S(=O)(=O)c2ccc(C)cc2)c(NC(C)c2ccccc2)s1 (centres undefined)	-3%
79	COc1ccc2c(c1)CC(NC(=O)Nc1ccc(NC(C)=O)cc1)CO2 (centres undefined)	-1%
80	COc1cc(OC)c(C2Nc3c(C)cccc3-c3cc(C)nn32)cc1OC (centres undefined)	-4%
81	COC(=O)c1ccc(NC(=O)CN(CCc2ccccc2)S(=O)(=O)c2ccc(OC)cc2)cc1	4%
82	CCC1CCCCN1C(=O)Cn1c(=O)cc(C(F)(F)F)c2c(C)nn(C)c21 (centres undefined)	-8%
83	CCN(CC)C(=O)c1c(NC(=O)c2ccccc2F)sc2c1CCC(C(C)(C)C)C2 (centres undefined)	1%
84	Cc1ccc(S(=O)(=O)c2nnn3c2nc(NCc2ccc4c(c2)OCO4)c2sccc23)cc1C	-6%
85	CCCN1C(C(=O)c2ccccc2)=C(OC(=O)COc2ccc(C)cc2)c2ccccc2S1(=O)=O	-14%
86	CNC(=O)C1CCC(Cn2c(=O)c3sccc3n(CC(=O)NCc3ccc(F)cc3)c2=O)CC1 (centres undefined)	3%
87	COc1ccccc1CNS(=O)(=O)c1ccc(N2CCCCS2(=O)=O)cc1	2%
88	O=C(CSCc1ccc(F)cc1)N1CCN(c2ccc(Cl)cc2)CC1	-3%
89	COc1cccc(OCCn2c(-c3ccc(Br)cc3)nc3ccccc3c2=O)c1	-7%
90	COC(=O)c1ccccc1NC(=O)c1ccc2c(c1)CCN2S(=O)(=O)c1ccc(C)cc1	-6%
91	CCOc1ccccc1N(C)C(=O)c1nn(-c2ccc(C)cc2)c(=O)c2c1c1ccccc1n2C	1%
92	COc1c(Cl)cc(Cl)cc1/C=C(\C#N)c1nc(-c2ccc(Cl)cc2)cs1	-5%
93	CCN1CCN(C(c2ccc(OC)cc2)c2c(O)cc(C)n(CCOC)c2=O)CC1 (centres undefined)	-9%
94	CCn1c(C)c(C)c2cc(C(=O)NCc3ccc(OC(C)C)cc3)ccc21	-17%
95	CCN(CC)CCN(C(=O)c1ccco1)c1nc2c(C)c(C)ccc2s1	-10%
96	Cc1cccc(NC(=O)CSc2cn(CC(=O)N3CCCCCC3)c3ccccc23)c1	-6%
97	Cc1ccc(-c2csc(=Nc3ccccc3)n2Cc2ccc3c(c2)OCO3)cc1	-44%
98	COc1ccccc1NC(=O)CSC1=Nc2ccccc2C2=NC(CC(=O)NCc3ccco3)C(=O)N12 (centres undefined)	-2%
99	Cc1ccccc1N1CC(c2nnc(NC(=O)c3ccco3)s2)CC1=O (centres undefined)	-18%
100	COc1ccc(-n2c3c(cc(-c4nc(-c5ccc(Cl)cc5)cs4)c2=O)C(=O)CC(C)(C)C3)cc1Cl	3%
101	Clc1cccc(-n2ncc3c(NCCC4=CCCCC4)ncnc32)c1	?
102	Cc1ccc(NC(=O)CSc2nccn2Cc2ccc3c(c2)OCO3)c(C)c1	-3%
103	COc1ccc(NC(=O)CSc2nc(C)cc(C)c2C(=O)Nc2cccc(C)c2)cc1	-6%
104	Cc1cc(C)n(-c2nc3cc(Cl)c(Cl)cc3nc2Nc2c(C)cccc2C)n1	4%
105	Cc1ccc(S(=O)(=O)c2cc3cc(C(=O)O)ccc3oc2=O)cc1	-17%
106	CCOc1ccc(-c2cc(NC(=O)Nc3ccc(Cl)cc3)c(C(=O)OC)s2)cc1	-20%
107	Cc1cccn2c(=O)c3cc(C(=O)NCc4ccccc4Cl)sc3nc12	-5%
108	CCOc1ccc(NC(=O)c2oc(=O)c3ccccc3c2-c2ccc(C)cc2)cc1	-1%
109	COc1ccc(Cl)cc1NC(=O)CSc1nc2ccccc2c2nc(-c3ccccc3)nn12	0%
110	CN1C(=O)c2ccccc2Sc2ccc(NC(=O)COc3ccc(F)cc3)cc21	-10%
111	COc1ccc(/C=C/C(=O)N2CCC(c3nc4ccccc4o3)CC2)cc1OC	-3%
112	CCOC(=O)c1c(C)[nH]c(C)c1S(=O)(=O)N1CCN(c2ccc(Cl)cc2)CC1	4%
113	Cc1cc(NC(=O)Nc2csc3c2CCCC3)ccc1Br	?
114	CSc1ccc(CCNC(=O)CCc2c(C)nc3c(c(C)nn3-c3ccccc3)c2C)cc1	0%
115	Fc1ccc(Nc2nc(SCc3ccccc3F)nc3ccccc23)cc1	-1%
116	CC1=C(C(=O)Nc2ccccc2C)C(c2ccccn2)n2nc(SCc3ccccc3F)nc2N1 (centres undefined)	-2%
117	COC(=O)c1c(NC(=O)COc2c(C)ccc(C)c2C)sc2c1CCC(C)C2 (centres undefined)	-7%
118	Cc1cccc(OCC(=O)N(Cc2ccc(C(C)C)cc2)Cc2ccco2)c1C	0%

# Structural class: those above with a tert-butyl group.
no.	SMILES	FLuc counter
24	CC(C)(C)OC(=O)N1CCC(c2c(C(=O)N3CCN(c4ncccn4)CC3)cnn2-c2ccc(F)cc2)CC1	-3%
83	CCN(CC)C(=O)c1c(NC(=O)c2ccccc2F)sc2c1CCC(C(C)(C)C)C2 (centres undefined)	1%
